# Compound activity: PubChem, several laboratories
# PTK2B oligo ant = antagonists of Pyk2 self-association, primary screen, Q293 cells, FERM NanoBiT luminescence, HTS; Protein-tyrosine kinase 2-beta (Homo sapiens), Q14289; active compounds read low; z-score (the deposit names both 25 µM and 10 µM); 99,000 compounds, 0.83% hits; AID 1347419, 2020;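 active = Z-score of -3 or lower, scaled per plate to the spread of control and sample wells; inactive = z-score above -3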;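 note: negative z-score means lost luminescence so less FERM oligomerization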
# TNFa cytotox = cytotoxicity in TNFa-stimulated HUVEC, primary screen, cytotoxicity control for VCAM1 expression modulator project, imaging, Hoechst nuclei count | 93,000 compounds, 0.17% hits | AID 848, 2007 | HUVEC TNFalpha-stimulated, Hoechst cell count | cell count reduction, % at 2 µM;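 active = cell count reduction exceeding the screen mean by over 5 SD, scaled to untreated wells per plate, cut at about 78% in these data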;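 note: cells counted after 24 h of TNF alpha exposure following the 1 h pretreatment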
# H69AR growth 86K = proliferation blockers of H69AR lung cancer cells, primary screen, cell-based, human, 86K library; 85,000 compounds, 6% hits; viability, % at 10 µM; H69AR lung tumor viability, ATP luminescence, 72 h; active compounds read low; AID 598, 2007;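 active = viability at or below 40%; inactive = viability above 40%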;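 note: multidrug resistant small cell line overexpressing MRP-1 efflux transporter; 100% = mean luminescence of untreated control wells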
# HUVEC inhibit = inhibitors of HUVEC proliferation, primary screen, cell-based, 384-well | CellTiter-Glo luminescence, 72 h; active compounds read low | viability, % at 10 µM (by protocol) | 86,000 compounds, 1.1% hits;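 active = viability at or below 30%; inactive = viability above 30%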;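 note: 100% = median luminescence of DMSO-only cell control wells on each plate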
# IL1B cytotox = cytotoxicity in IL-1B stimulated HUVEC, primary screen, cytotoxicity control for IL-1B NFkB translocation project, imaging, Hoechst nuclear count, IL-1B stimulus; HUVEC cell count loss; cell count reduction, % at 2 µM; 94,000 compounds, 0.41% hits; AID 845, 2007;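 active = cell count reduction more than 3 SD above the screen-wide mean, cut at about 70% in these data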;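 note: normalized per plate to untreated control cells as the no-loss baseline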
# VCAM1 TNFa inh = inhibitors of TNFa-induced VCAM1 expression, primary screen, imaging, HUVEC, TNFa stimulus, immunofluorescence. HUVEC TNFa-induced VCAM-1 immunofluorescence, high-content imaging. inhibition, % at 2 µM. 95,000 compounds, 0.48% hits;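 active = inhibition above the batch mean plus 3 SD, with images confirmed as a hit by eye, cut at about 37% in these data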;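 note: 0% = TNF-stimulated DMSO wells and 100% = unstimulated control wells; not every result past the cut was called active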
# Smad3 inh = Smad3/FoxH1 peptide binding inhibitors, primary screen, biochemical, TR-FRET; TR-FRET Smad3/Dy647-FoxH1 peptide binding, europium anti-His; inhibition, % at 25 µM; 88,000 compounds, 0.29% hits;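 active = compounds that reduce the energy-transfer binding signal between the protein and its labelled peptide by more than half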;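 note: 0% = Smad3 plus labelled peptide maximal FRET and 100% = peptide-only background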
# Target sequence (P84022 whole entry, looked up): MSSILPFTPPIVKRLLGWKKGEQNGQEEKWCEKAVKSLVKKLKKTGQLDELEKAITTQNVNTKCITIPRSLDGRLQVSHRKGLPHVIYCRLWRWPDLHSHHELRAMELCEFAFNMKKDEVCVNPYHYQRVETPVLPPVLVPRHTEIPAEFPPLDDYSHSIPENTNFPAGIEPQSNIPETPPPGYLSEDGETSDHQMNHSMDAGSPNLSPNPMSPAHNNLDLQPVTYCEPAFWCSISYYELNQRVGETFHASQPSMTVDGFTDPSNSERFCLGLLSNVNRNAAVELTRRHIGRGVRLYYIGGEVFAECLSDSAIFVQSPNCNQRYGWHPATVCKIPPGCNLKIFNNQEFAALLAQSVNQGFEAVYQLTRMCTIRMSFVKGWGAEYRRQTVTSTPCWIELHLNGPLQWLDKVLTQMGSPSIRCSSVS
# Fibroblast inh = antiproliferative effect on LL 47 fibroblasts – human, LL 47 cells, CellTiter-Glo luminescence, primary screen; LL 47 human lung fibroblast viability, ATP luminescence; active compounds read low; viability, % at 10 µM; 85,000 compounds, 1.1% hits; AID 719, 2007;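 active = viability at or below 50% in the single dose screen; inactive = viability above 50%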;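 note: compound exposure lasted 72 h before the ATP readout; 100% = median luminescence of untreated cell-only wells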
#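 Material: human lung fibroblast line LL 47, low passage; Evaluation: viability percentage against median untreated-cell control; Buffer or medium: 15% FBS in IMEM; Incubation: 72 h compound exposure at 37 °C after overnight plating; Dosing: 0.1% DMSO in all compound wells; Measured by: CellTiter-Glo luminescence.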
# F-actin modifier = modifiers of F-actin cytoskeleton organization, primary screen, imaging, HUVEC, phalloidin staining, high-content imaging; HUVEC TNFa F-actin phalloidin imaging; inhibition, % at 2 µM; 91,000 compounds, 0.18% hits; AID 836, 2007;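 active = inhibition above the batch mean plus 3 SD and confirmed as a hit by visual image inspection, cut at about 30% in these data, passing the limit was not always enough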; note: strong numbers were not always called active
# Numbers without * were called inactive; · = not tested or not shown; [ ] = dose if it differs, or a comment. A portion of the library; rates above refer to the full screens.
SMILES,PTK2B oligo ant,TNFa cytotox,H69AR growth 86K,HUVEC inhibit,IL1B cytotox,VCAM1 TNFa inh,Smad3 inh,Fibroblast inh,F-actin modifier
Oc1c(Cl)cc(Cl)c2c1NCCC2,0.99,22,4.4*,68,-4,2,-3,88,19
CCSc1nc(C)c(CC)c(C)c1C(N)=O,0,-15,90,81,-1,13,1,88,7
CCn1c(SCC(=O)Nc2nc3ccc(OC)cc3s2)nc2c1c(=O)n(C)c(=O)n2C,-1.8,·,17*,73,·,·,3,94,·
O=C(CSCC(=O)N1CCOCC1)Nc1ccccc1,0.43,-15,102,90,-5,4,-9,96,-39
CCOC(=O)C1CCN(S(=O)(=O)c2ccc(Br)c(OCC)c2)CC1,-0.05,-8,105,100,-36,35,-1,97,-34
Cc1ccc(Cn2cccc(NC(=O)NCc3ccccc3)c2=O)cc1,-0.79,0,·,·,-11,5,·,·,-32
Cc1ccc(NC(=O)COC(=O)c2ccnn2C)cc1,-0.15,·,104,93,·,·,1,106,·
Cc1nnc(NC(=O)C2CCCCC2)s1,-0.01,·,93,97,·,·,6,94,·
Cc1ccc(-c2nn(-c3ccccc3)cc2C=C2C(=O)CC(C)(C)CC2=O)cc1,-1.6,-4,·,·,-12,8,·,·,1
NC12CC3CC(C1)CC(CO)(C3)O2,0.55,·,99,93,·,·,-9,92,·
CCCNS(=O)(=O)c1ccc(CCC(=O)Nc2ccc3c(c2)OCO3)cc1,0.84,-31,87,93,-15,0,7,97,22
O=C(CNS(=O)(=O)c1ccccc1F)Nc1ccc(N2CCOCC2)cc1,-0.55,14,·,·,0,-1,·,·,-9
Cn1c(SCC(=O)N2CCCc3ccccc32)nnc1-c1cccs1,-0.69,-31,97,92,2,-20,-4,95,-9
CCN(Cc1ccccc1)S(=O)(=O)c1ccc(S(=O)(=O)N(Cc2cccc(OC)c2)CC2CCCO2)cc1 (stereo not drawn),0.29,-16,·,·,0,0,·,·,12
Cc1ccc2c(CC(=O)N3CCc4ccccc43)coc2c1,-0.84,-26,98,100,-12,13,4,94,47
CC1CC(C(F)F)n2nc(C(=O)O)cc2N1 (stereo not drawn),0.47,-16,103,88,-18,12,-2,100,8
COC(=O)C1=C(C)N=C2SCCC(=O)N2C1c1cccs1 (stereo not drawn),0.34,1,·,·,-4,-1,·,·,·
Cc1cccc(N2CCN(C(=O)c3ccncc3)CC2C)c1 (stereo not drawn),0.05,-20,29*,84,1,-4,4[fluorescence artefact?],101,32
Cc1onc(-c2ccccc2Cl)c1C(=O)Nc1ccccc1,0.13,-3,107,99,-13,26,3,102,8
Cc1cc(NC(=O)CSc2nc3cc4c(cc3c(=O)n2CCc2ccccc2)OCO4)no1,0.34,·,10*,16*,·,·,4[fluorescence artefact?],68,·

# 2 successive records out of the list so far, quoted:
SMILES,PTK2B oligo ant,TNFa cytotox,H69AR growth 86K,HUVEC inhibit,IL1B cytotox,VCAM1 TNFa inh,Smad3 inh,Fibroblast inh,F-actin modifier
Cc1ccc2c(CC(=O)N3CCc4ccccc43)coc2c1,-0.84,-26,98,100,-12,13,4,94,47
CC1CC(C(F)F)n2nc(C(=O)O)cc2N1 (stereo not drawn),0.47,-16,103,88,-18,12,-2,100,8

# Continued:
SMILES,PTK2B oligo ant,TNFa cytotox,H69AR growth 86K,HUVEC inhibit,IL1B cytotox,VCAM1 TNFa inh,Smad3 inh,Fibroblast inh,F-actin modifier
C=CCNC(=O)c1onc(CSc2cccc(C)c2)c1C(=O)O,·,-25,·,·,8,-3,·,·,15
Cc1c(NC(=O)C2CCCN2S(=O)(=O)c2cccc3nsnc23)cccc1C(=O)O (stereo not drawn),·,-14,88,107,-16,12,-6,106,-6
CCCCC(=O)Nc1ccc(C(=O)N2CCN(C)CC2)cc1,1.4,·,95,96,4,·,-8,99,·
COC(=O)c1ccccc1NC(=O)CSCC(=O)Nc1ccc(F)cc1,-0.63,-5,·,·,-19,12,·,·,-10
CCOC(=O)C1=C(c2ccccc2)NC(=S)NC1c1cc([N+](=O)[O-])ccc1OC (stereo not drawn),-4*,-12,·,·,-27,-21,·,·,-11
O=C1C(=O)N(CCO)C(c2cccc(F)c2)/C1=C(\O)c1ccc(Cl)cc1 (stereo not drawn),-0.02,3,90,92,2,8,10,104,-11
CCc1nc2scc(-c3ccccc3)c2c(=O)n1N,0.25,-10,86,93,8,14,13,·,-4
O=C(O)CC1SC(=O)N(Cc2ccccc2)C1=O (stereo not drawn),1.2,-12,98,98,-2,-4,-16,100,-12
O=C(CSc1nc2ccccc2c(=O)n1Cc1ccco1)c1ccccc1,1,-24,50,82,-59,-11,9,98,-4
CCOC(=O)C1=NN(c2ccc(OC)cc2)C(c2ccccc2)CC1=O (stereo not drawn),-1.3,-34,101,88,-14,15,14,95,11
COc1ccc(O)c(-c2cc(-c3cccs3)[nH]n2)c1,-1.1,32,64,72,4,17,-5,77,-12
O=c1c2ccccc2nc2n1C(CSc1ccc(Cl)cc1)CN2 (stereo not drawn),-0.26,-14,·,·,-82,10,·,·,-15
O=C(c1ccc(COc2ccccc2[N+](=O)[O-])o1)N1CCCCC1,-0.75,13,·,·,-70,-9,·,·,-20
CCC(=O)Nc1cccc(NC(=O)c2cc3ccccc3o2)c1,0.92,87*,62,83,-15,86*,-8,99,-56
c1ccc(C2C3=C(Nc4ncnn42)c2ccccc2CCC3)cc1 (stereo not drawn),-0.67,-19,78,95,-6,10,-15,89,11
COc1ccc2nc(-c3ccco3)c(-c3ccco3)nc2c1,-0.19,2,61,89,·,1,20,100,-1
CCCCCCNC(=O)C(C#N)c1nc2ccccc2nc1N1CCCC1 (stereo not drawn),-0.14,-16,96,96,31,33,13[fluorescence artefact?],96,-26
CC(C)OCCCNc1ncnc2c1[nH]c1ccccc12,-0.23,11,41,72,-8,18,-3,87,50
CCCn1c2c(c(O)c(C(=O)NCCCN(CC)CC)c1=O)CCCC2,0.14,·,70,90,10,9,-2,89,-18
O=C(Nc1ccccn1)C(NS(=O)(=O)c1cccc2nsnc12)c1ccccc1 (stereo not drawn),-0.74,·,96,97,·,·,4,95,·

# Rewritten as tab-separated lines: part of the list above.
Compound	PTK2B oligo ant	TNFa cytotox	H69AR growth 86K	HUVEC inhibit	IL1B cytotox	VCAM1 TNFa inh	Smad3 inh	Fibroblast inh	F-actin modifier
O=C(Nc1ccccn1)C(NS(=O)(=O)c1cccc2nsnc12)c1ccccc1 (stereo not drawn)	-0.74	·	96	97	·	·	4	95	·
CCC(=O)Nc1cccc(NC(=O)c2cc3ccccc3o2)c1	0.92	87*	62	83	-15	86*	-8	99	-56

# Next entries follow.
SMILES,PTK2B oligo ant,TNFa cytotox,H69AR growth 86K,HUVEC inhibit,IL1B cytotox,VCAM1 TNFa inh,Smad3 inh,Fibroblast inh,F-actin modifier
O=C(COc1ccc(Cl)cc1)Nc1ccc(N2CCN(C(=O)c3ccco3)CC2)cc1,-1.2,8,·,·,-24,-9,·,·,-2
CCCOc1ccccc1-c1nc(SCCC(=O)O)n[nH]1,0.57,-26,97,86,2,13,3,89,-10
COc1ccc(CNC(=O)COC(=O)c2ccc3c(c2)OCCO3)cc1,0.37,·,96,103,·,·,7,98,·
COc1ccc(CNc2nc3c(c(=O)n(Cc4ccc(Br)cc4)c(=O)n3C)n2C)cc1,-1.9,1,80,69,17,-12,0,102,-29
Cc1ccccc1N1C(=O)CC(N2CCC(C(N)=O)CC2)C1=O (stereo not drawn),0.81,-11,85,96,-5,11,10,100,0
O=C1Nc2ccc(S(=O)(=O)N3CCCCCC3)c3cccc1c23,·,-8,76,89,14,8,1,94,-4
O=[N+]([O-])c1ccc(Sc2ccc(Cl)c(Cl)c2)nc1,0.95,0,·,·,-36,-13,·,·,2
O=C(CCCO)c1ccc2c(c1)OCCO2,1.2,-8,99,96,18,26,9,108,6
CCN1CCN(c2nc3c(c(=O)[nH]c(=O)n3C)n2CCCSc2ncccn2)CC1,-0.3,9,99,93,-5,-18,4,100,-5
Cc1nn(C)cc1C=NCCOCc1ccccc1,-0.28,-7,88,106,-4,8,-9,107,18
O=C(O)c1cccc(NCc2cccnc2)c1,0.03,-34,89,83,·,1,3,95,1
O=C(Nc1ccc(OC(=O)c2cccs2)cc1)c1ccco1,0.4,-32,94,88,-14,-8,0,105,-8
CCCCSc1nnc(CCCCCNC(=O)OC(C)(C)C)o1,0.79,-38,87,83,-9,13,-7,89,30
CCn1c(C(C)NC(=O)Cc2ccccc2)nc2ccccc21 (stereo not drawn),0.07,-42,91,98,-10,9,-1,100,-12
COCCNC(=O)C(c1cccc(OC)c1)N(C(=O)Cn1nnc2ccccc21)c1cccnc1 (stereo not drawn),-0.06,7,91,111,1,7,1,104,-2
Cc1ccc(N(CC(=O)Nc2ccc(-c3nc4ccc(C)cc4s3)cc2)S(C)(=O)=O)cc1,-0.24,-10,·,·,-3,10,·,·,-13
COc1ccccc1-c1nnc2sc(COc3ccc(F)cc3)nn12,-1.1,7,93,93,-17,8,0,96,-5
COc1cccc(C2NC(=O)NC(C)=C2C(=O)Nc2cccc(C)c2C)c1 (stereo not drawn),0.69,-9,83,88,17,-17,10,·,4
Cc1ccc(C(=O)C2C(c3cccs3)NC(=O)NC2(O)C(F)(F)F)cc1 (stereo not drawn),-0.06,2,83,97,-15,-17,-2,102,-12
C=CCc1c(C)nc(SC)nc1Nc1ccccc1,-0.66,-16,84,89,13,1,7,97,4

# Four entries picked at random from those above, as already listed:
SMILES,PTK2B oligo ant,TNFa cytotox,H69AR growth 86K,HUVEC inhibit,IL1B cytotox,VCAM1 TNFa inh,Smad3 inh,Fibroblast inh,F-actin modifier
Cc1ccc(C(=O)C2C(c3cccs3)NC(=O)NC2(O)C(F)(F)F)cc1 (stereo not drawn),-0.06,2,83,97,-15,-17,-2,102,-12
COCCNC(=O)C(c1cccc(OC)c1)N(C(=O)Cn1nnc2ccccc21)c1cccnc1 (stereo not drawn),-0.06,7,91,111,1,7,1,104,-2
CCn1c(C(C)NC(=O)Cc2ccccc2)nc2ccccc21 (stereo not drawn),0.07,-42,91,98,-10,9,-1,100,-12
O=C(Nc1ccc(OC(=O)c2cccs2)cc1)c1ccco1,0.4,-32,94,88,-14,-8,0,105,-8
